Source: PubChem
SIRT5 inh: inhibitors of human sirtuin-5 desuccinylase; Q9NXA8; hit rate 1.1% among 330,000; Purified SirT5, succinyl-peptide AMC, trypsin-coupled fluorescence; inhibition, % at 15 µM; in the data active = inhibition above about 15%; inconclusive = no clear call, values can overlap the other calls
CFTR F508del cor: CFTR F508del correction in bronchial cells. CFBE cells, YFP halide quenching; stimulated with forskolin plus potentiator P3; % fluorescence drop versus neutral controls. activity (quench increase), % at 7.58 µM. hit rate 0.36% among 350,000. AID 720511;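 active = mean added fluorescence quench of at least 8% versus neutral control, with both replicates also reaching 8%; inconclusive = only one of the mean or replicate conditions met; inactive = mean below 8% and not both replicates reaching 8%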;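 also: cells transiently co-express mutant CFTR-F508del with the halide-sensitive YFP; corrector assay measuring rescue of mutant channel to the surface after 24 h compound exposure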
DENV2 CPE: DENV2-induced cell death inhibition | DENV2-infected cells, cytopathic effect rescue, plate reader | CPE inhibition, % at 9.99 µM | hit rate 1.7% among 350,000 | AID 651640; in the data active = CPE inhibition above about 20%, passing the limit was not always enough; inconclusive = no clear call, values can overlap the other calls; tested in BHK-21 cells;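 also: 0% = median of neutral control wells and 100% = median of positive control wells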
miR122 inh: blocks miR-122 activity in Huh7 sensor cells. hit rate 0.3% among 340,000. Huh7 miR-122 Renilla luciferase sensor, 48 h; neutral wells = 0, positive control = 100. AID 602342. activation (reporter increase), % at 12.5 µM;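 active = mean replicate activation score at least 90 and every replicate individually at or above 90; inconclusive = only one of the two criteria met; inactive = neither criterion met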;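 also: higher luciferase means less miR-122 activity so hits act as miR-122 inhibitors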
CASP6 VEID inh: caspase-6 (human) enzyme inhibition; P55212; purified caspase-6, Z-VEID-R110 cleavage fluorescence; inhibition, % at 12.5 µM; hit rate 0.53% among 350,000; AID 686996;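 active = mean inhibition across replicates at least about 35%, with every replicate also reaching that limit, limit read from the data; inconclusive = only one of the two criteria met; inactive = neither criterion met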;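 also: 0% = median of neutral control wells and 100% = no fluorescence left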
ERp5 block: blocks human ERp5 reductase activity on insulin. Q15084. ERp5 insulin aggregation, absorbance 650 nm, 90 min. inhibition, % at 9.99 µM. hit rate 0.05% among 350,000. AID 651711;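 active = mean replicate inhibition above about 25%, with every replicate also reaching it, limit read from the data, passing the limit was not always enough; inconclusive = only one of those two criteria met; inactive = neither criterion met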
ERAP1 HTS inh: blocks human ERAP1 aminopeptidase activity; recombinant ERAP1, Leu-AMC fluorescence, 60 min; inhibition, % at 10.7 µM; hit rate 0.15% among 340,000; AID 652197;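 active = mean replicate inhibition of at least 30%, or all replicates individually reaching that 30% level; inactive = mean below 30% and not every replicate reaching it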;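 also: 0% = neutral control wells and 100% = L-leucinethiol positive control wells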
Target sequence (Q9NZ08 whole entry, looked up): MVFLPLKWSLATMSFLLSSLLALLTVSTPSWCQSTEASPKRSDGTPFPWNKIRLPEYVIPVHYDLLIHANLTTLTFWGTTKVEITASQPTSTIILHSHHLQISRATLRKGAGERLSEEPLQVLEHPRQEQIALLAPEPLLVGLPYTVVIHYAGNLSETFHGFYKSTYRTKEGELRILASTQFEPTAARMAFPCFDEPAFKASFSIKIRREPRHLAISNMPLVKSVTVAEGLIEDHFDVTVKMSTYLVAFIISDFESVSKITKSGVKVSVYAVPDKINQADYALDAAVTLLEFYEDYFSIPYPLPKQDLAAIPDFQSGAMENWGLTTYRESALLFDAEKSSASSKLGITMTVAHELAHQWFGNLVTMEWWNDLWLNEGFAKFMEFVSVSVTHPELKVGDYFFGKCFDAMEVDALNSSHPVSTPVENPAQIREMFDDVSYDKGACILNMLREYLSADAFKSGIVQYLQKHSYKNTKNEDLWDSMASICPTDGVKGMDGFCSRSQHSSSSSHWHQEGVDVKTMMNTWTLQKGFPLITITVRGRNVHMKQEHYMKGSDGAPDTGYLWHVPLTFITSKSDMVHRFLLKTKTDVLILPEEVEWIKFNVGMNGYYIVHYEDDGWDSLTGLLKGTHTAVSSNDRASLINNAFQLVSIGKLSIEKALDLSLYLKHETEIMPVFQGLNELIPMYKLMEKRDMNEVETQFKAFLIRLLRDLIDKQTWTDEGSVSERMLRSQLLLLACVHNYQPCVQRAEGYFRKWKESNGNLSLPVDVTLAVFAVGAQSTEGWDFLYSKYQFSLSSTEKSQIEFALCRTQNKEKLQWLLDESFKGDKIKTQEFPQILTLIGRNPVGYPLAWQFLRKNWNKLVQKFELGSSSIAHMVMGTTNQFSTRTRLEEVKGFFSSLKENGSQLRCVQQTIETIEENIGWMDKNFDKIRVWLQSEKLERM
Numbers without * were called inactive; ? = inconclusive; . = not tested or not shown; & = joins results of further samples; [ ] = remark or other dose.

Every second line gives: SIRT5 inh	CFTR F508del cor	DENV2 CPE	miR122 inh	CASP6 VEID inh	ERp5 block	ERAP1 HTS inh
Nc1c(N(CCC2=CCCCC2)C(=O)COc2ccc([N+](=O)[O-])cc2)c(=O)[nH]c(=O)n1Cc1ccccc1
  -2	3.7	-8	3	0	-6	4
CN1CCN(CCCNc2nc3ccccc3c3nc(-c4ccccc4)nn23)CC1
  -5	0.9	1	-3	-117	7	-3
C[C@H](CO)N1C[C@H](C)[C@H](CN(C)Cc2ccc(C(=O)Nc3ccccc3N)cc2)Oc2c(NS(=O)(=O)c3ccccc3)cccc2C1=O
  .	2.1	-7	.	1	-3	-1
O=c1[nH]c(C2CCCN(S(=O)(=O)c3ccccc3F)C2)nc2c1nnn2Cc1ccccc1Cl (stereo not given)
  2	-0.1	-4	.	4	4	-1
CCOC(=O)CN1C(=O)C(=O)N(Cc2c(F)cccc2Cl)C1=O
  3	2.3	-1	2	-4	-1	1
COCC(C)n1c(C)cc(C(=O)CSc2nc(C)c(C)c(C)n2)c1C (stereo not given)
  5	-2.2	9	11	3	5	.
Cc1ccc(C)c(N(CC(=O)NCc2ccco2)C(=O)CCC(=O)Nc2nccs2)c1
  3	1.1	18	-1	-2	1	-1
Cc1ccc(CC(=S)N2CCOCC2)cc1
  1	.	-5	0	4	4	-3
COc1cccc(C2=NOC(C(=O)N3CCN(c4ccccc4)CC3)C2)c1OC (stereo not given)
  -4	-2.8	12	-6	-4	10	5
CCCCOc1ccc(S(=O)(=O)NC(=O)C2(C)CCN2C(=O)Cc2ccccc2Cl)cc1 (stereo not given)
  1	-2.1	3	1	0	-6	-1
O=C(C1CC1)N1CC(=O)N2[C@H](CO)[C@H](c3ccc(C4=CCCCC4)cc3)[C@@H]2C1
  6	1.3	6	.	3	1	-1
CN=C1S/C(=C\c2cccc(Cl)c2Cl)C(=O)N1C
  -3	1.3	-6	.	2	1	-2
COCc1ccc(CN2CCC(C(=O)Nc3cccc(-c4cccc(Cl)c4)c3)CC2)o1
  -5	-1.7	-1	-10	-4	3	0
C[C@H](CO)N1C[C@H](C)[C@H](CN(C)CC2CC2)Oc2ccc(NS(=O)(=O)c3ccc(Cl)cc3)cc2CC1=O
  5	0.6	-7	2[16.7 µM]	-2	6	-1
C[C@H](CO)N1C[C@H](C)[C@@H](CN(C)C(=O)C2CCCCC2)OCc2cnnn2CCCC1=O
  -2&0&-3	-3.9&-1.4&-0.9	-1&5&-2	-3	1&-2&-1	-7&-5&-3	-6&-2&1
O=C(Nc1ccccc1F)N1CC2(C1)[C@H](c1ccccc1)[C@@H](CO)N2C(=O)CC1CC1
  1	-1.2	-1	.	3	-3	5
O=C(CNS(=O)(=O)c1cccs1)NCc1ccc(F)cc1
  0	-0.6	3	.	4	0	3
C[C@H](CO)N1C[C@H](C)[C@@H](CN(C)C(=O)Nc2ccccc2)Oc2ccc(NS(C)(=O)=O)cc2CC1=O
  2	1.3	3	-5[16.7 µM]	-5	1	-1
COc1ccc(NS(=O)(=O)c2cccc(-c3n[nH]c(=S)n3Cc3ccccc3)c2)cc1
  -1	0.1	.	11	6	-1	1
CCOCCCNC(=O)c1ccc(C2SCC(=O)N2Cc2ccccc2)cc1 (stereo not given)
  -2	-2.4	1	6	0	-1	-3
O=C(Nc1ccccc1F)N[C@H]1CC[C@H](CCNS(=O)(=O)c2ccc(F)cc2)O[C@H]1CO
  4	0.1	?	.	-1	3	-2
Cc1ccc(CN2[C@@H](CC(C)C)COCCS2(=O)=O)cc1
  .	-0.9	-12	3	0	7	.
Cc1ccc(NC(=O)c2cc(=O)[nH]c3ccc(S(=O)(=O)N4CCOCC4)cc23)cc1
  -3	-0.6	?	-5	3	5	-3
C/C=C/c1ccc(OCCCCN2CCN(CC)CC2)c(OC)c1
  -5	0.0	-3	.	-13	12	2
CN(C)C(CNC(=O)c1cccc(S(=O)(=O)NCc2ccccc2)c1)c1ccco1 (stereo not given)
  -3	2.5	-1	-5	14	2	-1
O=c1[nH]c2cc3c(cc2cc1CN(Cc1ccco1)C(=S)NCCCN1CCOCC1)OCCO3
  -2	0.7	5	0	-1	5	5
CC(CCCN(C)C)C(Cc1ccccc1)c1ccccc1 (stereo not given)
  -7	-1.8	-6	-5	-1	-2	0
Cc1ccc(NC(=O)CN(C)C(=O)/C=C/c2cccs2)cc1
  -2	-3.4	-6	-4	2	-2	-5
COc1cc2c(C)nc3c(cnn3-c3ccccc3)c2cc1OC
  0	1.0	6	.	-1	3	0
O=C(c1ccccn1)N1CCCC(N2CCN(c3ccccc3)CC2)C1 (stereo not given)
  -1	-0.8	4	-2	-2	-6	0

Additional structures.
| Molecule | SIRT5 inh | CFTR F508del cor | DENV2 CPE | miR122 inh | CASP6 VEID inh | ERp5 block | ERAP1 HTS inh |
| --- | --- | --- | --- | --- | --- | --- | --- |
| CNC[C@H]1Oc2c(NS(=O)(=O)c3ccc(C)cc3)cccc2C(=O)N([C@H](C)CO)C[C@H]1C | -4 | 1.0 | 12 | -6[16.7 µM] | 0 | -5 | 0 |
| C[C@H](CO)N1C[C@H](C)[C@@H](CN(C)C(=O)Nc2ccc3c(c2)OCO3)Oc2c(cccc2N(C)C)C1=O | -4 | 2.0&-0.2 | -8&-3 | 41[16.7 µM] | -2&1 | 1&1 | -1&-10 |
| N#Cc1ccc(-c2ccc([C@@H]3[C@H]4CN(C(=O)C5CCC5)CC(=O)N4[C@H]3CO)cc2)cc1 | -4 | -1.2 | 9 | . | 2 | 3 | 1 |
| O=C(CC(=O)NCc1ccc(Cl)cc1)NCc1ccc(Cl)cc1 | -3 | 2.0 | -2 | . | -1 | -1 | -1 |
| Cc1ccc(C(=O)NCC(=O)Nc2cccc(S(=O)(=O)NC3=NCCCCC3)c2)cc1C | 5 | 2.3 | 2 | 3 | -3 | 2 | 1 |
| CC(C)NC(=O)N(C)C[C@@H]1OCCCC[C@H](C)Oc2ccc(NS(=O)(=O)c3ccc(Cl)cc3)cc2C(=O)N([C@H](C)CO)C[C@@H]1C | -3 | -1.3 | -3 | 0[16.7 µM] | 1 | -6 | 2 |
| COCCNC(=S)N(CCc1c(C)[nH]c2ccccc12)Cc1ccco1 | -2 | 1.4 | -4 | . | 0 | -4 | 4 |
| Cc1cc(Nc2cc(C(F)(F)F)cc(C(F)(F)F)c2)cc(=O)n1-c1cc(C(F)(F)F)cc(C(F)(F)F)c1 | . | -2.1 | -9 | . | 4 | -2 | -1 |
| CCN(CC)c1ccc(/C=C/c2cccc[n+]2C)c(OC)c1 | 2 | 1.1 | -10 | . | -68 | 3 | 10 |
| O=C(NCc1ccco1)c1ccc(-c2csnn2)cc1 | -2 | 0.1 | 1 | . | 4 | 1 | -1 |
| CC(C)C#Cc1ccc2c(c1)O[C@@H](CN(C)C(=O)c1ccncc1)[C@H](C)CN([C@@H](C)CO)S2(=O)=O | -4 | 1.6 | ? | 6[16.7 µM] | 1 | 2 | -2 |
| COc1cccc(C(=O)N2CCCc3ccccc32)c1OC | 1 | -0.6 | 6 | 6 | -5 | -1 | 11 |
| COCCCNC(=O)C[C@@H]1C[C@@]2(C(=O)OC)CCCCC=C2N(Cc2ccco2)C1=O | -4 | -3.3 | 3 | . | -2 | 3 | -3 |
| O=C(Nc1cccc(F)c1)N1CC(=O)N2[C@H](C1)[C@@H](c1ccc(-c3ccccc3F)cc1)[C@@H]2CO | 9 | -0.2 | 1 | . | -5 | 3 | 0 |
| Cc1cccn2c(=O)c3cc(C(=O)NC4CCCCC4)c(=N)n(Cc4ccccc4)c3nc12 | 0 | -1.6 | -9 | 1 | 1 | -8 | -34 |
| COc1ccc(OC)c(C(c2c(O)nc(SC)[nH]c2=O)c2c(O)nc(SC)[nH]c2=O)c1 | -1 | -1.2 | -3 | 8 | -4 | 3 | 1 |
| COCC(=O)N(C)C[C@H]1Oc2cc(C#C[C@H](C)O)ccc2S(=O)(=O)N([C@@H](C)CO)C[C@@H]1C | -4 | 2.3 | 1 | -11[16.7 µM] | 0 | -3 | -3 |
| CC(=O)N1[C@H](CO)[C@H](c2ccc(C3=CCCC3)cc2)[C@H]1CNC(=O)CC1CC1 | -1 | 2.0 | -6 | . | -2 | -3 | -1 |
| O=C(C[C@H]1CC[C@@H]2[C@H](COC[C@H](O)CN2CC2CCOCC2)O1)N1CCOCC1 | 1 | 2.5 | 49* | 73[16.7 µM] | -3 | -10 | -1 |
| O=C(N[C@H]1CC[C@@H](CCn2cc(C3(O)CCCC3)nn2)O[C@@H]1CO)C1CCCCC1 | 7 | 2.3 | 9 | . | 0 | -1 | -3 |
| C[C@H]1CN([C@@H](C)CO)C(=O)c2cccc(NC(=O)C3CCCCC3)c2O[C@H]1CN(C)Cc1ccncc1 | -1 | -0.8 | ? | 19[16.7 µM] | 0 | -1 | 1 |
| O=C(Nc1ccc2snnc2c1)N1CCCCC1 | -3 | -0.9 | 5 | . | -2 | -3 | -8 |
| Cc1noc(C)c1S(=O)(=O)Nc1ccc2c(c1)C(=O)N([C@H](C)CO)C[C@@H](C)[C@H](CN(C)C(=O)Nc1ccc3c(c1)OCO3)O2 | 3 | 0.0 | 2 | -4[16.7 µM] | 0 | -2 | 0 |
| CC(=O)Nc1ccc(C(=O)Nc2cccc(S(=O)(=O)NC3=NCCC3)c2)cc1 | -5 | -0.8 | 15 | . | 1 | -2 | 4 |
| Cc1ccccc1S(=O)(=O)N1CC(=O)N2[C@H](CO)[C@H](c3ccc(C#CCC(C)C)cc3)[C@@H]2C1 | 11 | 0.8 | -1 | . | 1 | 0 | 3 |
| Cc1ccc(C(=O)O)cc1NC(=O)CCc1c(C)noc1C | 0 | -1.9 | ? | -5 | 6 | 1 | 0 |
| Cc1[nH]n(C(N)=S)c(=O)c1N=Nc1ccc2ccccc2c1 | 5 | -2.3 | -3 | 6 | 2 | 0 | 0 |
| O=C(NCCS(=O)(=O)N1CCN(c2ccc(F)cc2)CC1)C1CC(=O)N(c2ccccc2)C1 (stereo not given) | -2 | 0.0 | 11 | -10 | 1 | 2 | -1 |
| O=C(C[C@H]1CC[C@@H](NC(=O)CC2CC2)[C@@H](CO)O1)NCc1ccc(Cl)cc1 | 2 | -4.1 | 17 | . | -3 | 2 | 5 |
| O=S(=O)(NC1c2cccc3cccc(c23)C1Sc1ncccn1)c1ccc(Cl)cc1 (stereo not given) | 1 | . | 0 | . | -2 | 0 | 8 |
| C[C@@H]1CN([C@H](C)CO)C(=O)c2cc(NC(=O)Nc3ccc(C(F)(F)F)cc3)ccc2O[C@H]1CN(C)C(=O)NC1CCCCC1 | 1 | -0.2 | 126* | 6[16.7 µM] | 1 | 0 | 1 |
| Cc1ccc(S(=O)(=O)N[C@@H]2CC[C@@H](CC(=O)N3CCc4ccccc4C3)O[C@H]2CO)cc1 | -3 | 3.1 | -2 | 7[16.7 µM] | 2 | 2 | 1 |

Random excerpt: six entries already listed
| Molecule | SIRT5 inh | CFTR F508del cor | DENV2 CPE | miR122 inh | CASP6 VEID inh | ERp5 block | ERAP1 HTS inh |
| --- | --- | --- | --- | --- | --- | --- | --- |
| O=S(=O)(NC1c2cccc3cccc(c23)C1Sc1ncccn1)c1ccc(Cl)cc1 (stereo not given) | 1 | . | 0 | . | -2 | 0 | 8 |
| Cc1ccccc1S(=O)(=O)N1CC(=O)N2[C@H](CO)[C@H](c3ccc(C#CCC(C)C)cc3)[C@@H]2C1 | 11 | 0.8 | -1 | . | 1 | 0 | 3 |
| O=C(C[C@H]1CC[C@@H](NC(=O)CC2CC2)[C@@H](CO)O1)NCc1ccc(Cl)cc1 | 2 | -4.1 | 17 | . | -3 | 2 | 5 |
| C[C@H]1CN([C@@H](C)CO)C(=O)c2cccc(NC(=O)C3CCCCC3)c2O[C@H]1CN(C)Cc1ccncc1 | -1 | -0.8 | ? | 19[16.7 µM] | 0 | -1 | 1 |
| C[C@@H]1CN([C@H](C)CO)C(=O)c2cc(NC(=O)Nc3ccc(C(F)(F)F)cc3)ccc2O[C@H]1CN(C)C(=O)NC1CCCCC1 | 1 | -0.2 | 126* | 6[16.7 µM] | 1 | 0 | 1 |
| O=C(NCCS(=O)(=O)N1CCN(c2ccc(F)cc2)CC1)C1CC(=O)N(c2ccccc2)C1 (stereo not given) | -2 | 0.0 | 11 | -10 | 1 | 2 | -1 |
